# HSF1 activator = increases HSF-1 driven luciferase reporter signal; NIH3T3-HGL HSF-1 luciferase reporter, MG132, 8 h; 100% = twice DMSO control signal; activation, % at 9 µM; 300,000 tested, 1.7% active; AID 504408;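 active means mean replicate activation of at least 50% with a set share of replicates each reaching 50%; inconclusive means only one of those two conditions met; inactive means mean below 50% and too few replicates reaching it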;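 further: 0% = median of the neutral control wells and 100% = twice that signal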
# IEC-6 cytotox = IEC-6 cytotoxicity, counter-screen for KLF5 inhibitors. luminescence viability. inhibition, % at 5 µM. 290,000 tested, 0.78% active; in the data active means inhibition above about 22%;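 further: 0% = plate median of test compound wells and 100% = cytotoxic reference compound wells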
# HSP90 refold inh = inhibitors of HSP90 luciferase refolding in rabbit reticulocyte lysate. 290,000 tested, 0.91% active. inhibition, % at 5.6 µM. luciferase refolding luminescence, 3 h;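 active means inhibition above the screen-wide mean plus 3 SD, computed separately per campaign, cut at about 16% in these data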;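 further: 0% = DMSO wells and 100% = 60 µM geldanamycin wells; inhibitors lower the luminescence because luciferase stays unfolded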
# Platelet DG rel = modulates dense granule release in human platelets | 300,000 tested, 0.22% active | inhibition, %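 (compounds screened at 7.5 µM in platelet-rich plasma)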 | AID 1663 | human platelet-rich plasma, SFLLRN dense granule ATP release, luminescence;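 active means mean replicate score, as percent of positive control, at or above 50; inconclusive means mean below 50 but at least one replicate at or above 50; inactive means mean and every replicate below 50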
# HSF1 inhib = HSF1 inhibition; NIH3T3-HGL HSE-luciferase, MG132-induced, luminescence 8 h; active compounds read low; activity change, negative = inhibition, % at 7.5 µM (by protocol); 300,000 tested, 0.77% active; AID 2098;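 active means more than half of replicate wells show activity change below -50%, luminescence cut by over half; inconclusive means some wells, but at most half, below -50%; inactive means no replicate well below -50%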;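 further: luciferase reports HSF-1 transcriptional activity via heat shock element; 0% = median of DMSO wells and -100% = zero luminescence signal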
# SKKanGAS inh = blocks kanamycin growth of S. pyogenes SKKanGAS strain. BacTiter-Glo, 6 h. inhibition, % at 7.5 µM. 300,000 tested, 1.3% active;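 active means mean replicate score, as percent of positive control median, at least 50; inconclusive means mean below 50 but one replicate at or above 50; inactive means mean and every replicate below 50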;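 further: strain carries kanamycin resistance gene driven by streptokinase promoter and grows in 40 µg/ml kanamycin; loss of luminescence reflects streptokinase promoter inhibition or plain growth inhibition; 0% = median of DMSO wells and 100% = positive control at its reference dose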
# KLF5 inhibitor = suppresses KLF5 promoter-driven expression; inhibition, % at 5 µM; 290,000 tested, 0.23% active; DLD-1 KLF5 promoter-luciferase reporter, luminescence;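 active means inhibition above a per-plate limit of that plate's mean compound inhibition plus 3 SD, cut at about 60% in these data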;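 further: 0% = DMSO wells and 100% = LY294002 at 200 µM; higher means less KLF5 promoter-driven luciferase light; inactives centre near -14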
# HIF activator = HIF pathway transcriptional activation. U2OS HRE-luciferase reporter, luminescence; normalized: DMSO 0%, desferrioxamine 100%. activation, % at 7.5 µM (by protocol). 300,000 tested, 0.32% active. AID 1910;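 active means mean activation of at least 10% of the iron chelator positive control signal, with at least half of replicates also reaching 10%; inconclusive means mean and replicate majority disagree about reaching 10%; inactive means mean and most replicates under 10%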
# aSyn UTR inh = 5' untranslated region of α-synuclein, MLPCN primary screen; alpha-synuclein 5'UTR reporter, inhibitor activity; inhibition, % (tested at 7.5 µM); 300,000 tested, 0.82% active; AID 1813; in the data active means inhibition above about 60%; inconclusive means no clear call, values can overlap the other calls;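 further: H4 neuroglioblastoma cells stably carrying SNCA 5'UTR luciferase fusion; 0% = DMSO wells and 100% = positive control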
# AI-2 QS modul = modulators of Vibrio harveyi AI-2 quorum sensing system; 300,000 tested, 0.4% active; AID 2094; activity change, % at 7.5 µM; Vibrio harveyi JMH597 AI-2 luminescence/OD600 ratio, 9 h; active compounds read low; strain lacks LuxN and CqsS sensors; 0 = neutral-control median; in the data active means activity change below about -75%, passing the limit was not always enough; inconclusive means no clear call, values can overlap the other calls;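 further: luminescence divided by OD600 gain over 9 h not by final OD600 alone; inactives centre near 13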
# Numbers without * were called inactive; i = inactive; ? = inconclusive; / = not tested or not shown. A portion of the library (hit frequency here may not be typical).
SMILES,HSF1 activator,IEC-6 cytotox,HSP90 refold inh,Platelet DG rel,HSF1 inhib,SKKanGAS inh,KLF5 inhibitor,HIF activator,aSyn UTR inh,AI-2 QS modul
Cc1cc2ccccc2c(=O)n1CC(=O)NCC(=O)N1CCC2(CC1)OCCO2,-11,-2,-1,-1,1,-2,-5,0.1,-2,22
Cc1[nH]c2ccccc2c1CCCNC1CCCCC1,4,-5,3,11,-4,-2,-9,0.3,-18,-5
CP(=O)(O)CCCN,13,5,0,3,-3,-4,-6,-0.4,7,26
CCCCn1c(O)c(C(C)=Nc2ccc(C(=O)O)cc2)c(=O)[nH]c1=O,5,0,0,10,-11,3,-18,1.3,2,31
N#CC1=C(N)Oc2c(c(=O)oc3ccccc23)C1c1ccc(OC(=O)N2CCOCC2)cc1 (stereo unspecified),-11,/,/,0,-1,-3,/,-0.1,4,13
O=C(OCC(=O)c1ccc([N+](=O)[O-])cc1)/C(=C/c1ccc(Cl)cc1)NC(=O)c1ccccc1,8,-3,16,9,7,14,-2,-0.1,-9,26
O=C(Nc1ccc(F)c([N+](=O)[O-])c1)N1C[C@H]2C[C@@H](C1)c1cccc(=O)n1C2,-4,7,-3,5,-5,-1,-25,-0.5,9,-6
CCOC(=O)CSc1ccc(C(=O)N2CCC3(CC2)OCCO3)cc1[N+](=O)[O-],6,-1,-2,0,-8,2,-46,1.3,0,13
O=C(CNC(=O)c1cccc(Cl)c1)Nc1ccc(Br)cc1C(=O)c1ccccc1,9,0,2,0,14,3,-8,-0.3,4,16
O=C(Nc1ccc(Br)cc1)N1C[C@H]2C[C@@H](C1)c1cccc(=O)n1C2,0,0,-3,2,-3,-5,-37,0.5,14,18

# Exported with two lines to a compound: entries from further up
# Value order – HSF1 activator	IEC-6 cytotox	HSP90 refold inh	Platelet DG rel	HSF1 inhib	SKKanGAS inh	KLF5 inhibitor	HIF activator	aSyn UTR inh	AI-2 QS modul
- Cc1[nH]c2ccccc2c1CCCNC1CCCCC1
 : 4	-5	3	11	-4	-2	-9	0.3	-18	-5
- CCOC(=O)CSc1ccc(C(=O)N2CCC3(CC2)OCCO3)cc1[N+](=O)[O-]
 : 6	-1	-2	0	-8	2	-46	1.3	0	13
- O=C(OCC(=O)c1ccc([N+](=O)[O-])cc1)/C(=C/c1ccc(Cl)cc1)NC(=O)c1ccccc1
 : 8	-3	16	9	7	14	-2	-0.1	-9	26

# Returning to the listing, starting two compounds before the break.
SMILES,HSF1 activator,IEC-6 cytotox,HSP90 refold inh,Platelet DG rel,HSF1 inhib,SKKanGAS inh,KLF5 inhibitor,HIF activator,aSyn UTR inh,AI-2 QS modul
O=C(CNC(=O)c1cccc(Cl)c1)Nc1ccc(Br)cc1C(=O)c1ccccc1,9,0,2,0,14,3,-8,-0.3,4,16
O=C(Nc1ccc(Br)cc1)N1C[C@H]2C[C@@H](C1)c1cccc(=O)n1C2,0,0,-3,2,-3,-5,-37,0.5,14,18
O=C(/C=C/c1ccccc1)c1c(O)n(CCc2ccccc2)c(=O)[nH]c1=O,?,0,-2,-5,44,32,9,-0.5,-83,30
Cc1cc(OCC(=O)N2CCC(C(N)=O)CC2)c2c3c(c(=O)oc2c1)CCCC3,0,-5,-5,3,-1,-5,-1,0.0,15,8
CCN(CC)c1ccc(/C=C2\C(=O)NC(=S)N(C)C2=O)o1,7,0,-2,16,0,17,-110,2.9,-115,/
COC(=O)C1=C(c2cc3ccccc3s2)C[C@@H]2CC[C@H]1N2C(=O)NC(C)C,-14,/,/,0,0,1,/,0.0,14,0
N/C(=N/[N+](=O)[O-])N1CCN(C(=O)Oc2ccc([N+](=O)[O-])cc2)CC1,-5,-2,0,-4,-6,5,-40,-0.4,10,4
c1ccc(CCn2nnnc2CN2CCC(n3nnc4ccccc43)CC2)cc1,4,0,0,-2,-5,-13,-37,0.0,16,10
COC(=O)C(O)(c1ccc(NC(=O)Oc2ccccc2)cc1)C(F)(F)F (stereo unspecified),-21,0,-4,7,-10,24,9,-0.2,-20,-76*
Cc1cccc(N2C(=O)NC(=O)/C(=C\c3cnn(-c4ccccc4)c3)C2=O)c1,-9,-5,2,24,1,-4,0,0.6,-42,25
S=C1CN=C(c2ccccc2)c2cc(Cl)ccc2N1,65*,3,1,-27,32,5,-27,-23,9,11
NC(=O)Cn1cc(C(=O)c2ccccc2F)c2ccccc21,3,-2,-2,1,-3,0,-24,-1.2,12,i
O=C(c1cc(-c2ccc(Cl)cc2)n(-c2ccc(Cl)cc2Cl)n1)N1CCOCC1,10,-5,1,5,3,8,15,-0.9,16,11
COc1ccccc1-n1c(O)c(/C=C2\C=Nc3ccccc32)c(=O)[nH]c1=O,5,-1,3,2,8,1,-15,-27,-5,11
COc1ccc(CCC(C)NCCc2ccccc2)cc1 (stereo unspecified),8,4,1,9,0,2,-32,0.1,16,42
COc1ccc(-c2nc3ccccc3c(=O)n2-c2nccs2)cc1,-7,5,1,0,-18,-1,3,0.6,-32,29
CCNc1cc(N2CCN(C)CC2)ccc1[N+](=O)[O-],0,2,0,1,-7,-2,-6,0.4,-4,22
CCOP(=O)(Oc1ccccc1)c1c([N+](=O)[O-])cc(C(F)(F)F)cc1[N+](=O)[O-] (stereo unspecified),-21,-9,1,1,1,4,-22,-1.2,-3,4
CC(=O)Nc1cccc([As](=O)(c2cccc(NC(C)=O)c2)c2cccc(NC(C)=O)c2)c1,-2,-6,2,7,-4,-2,4,-0.1,0,29
Cn1c(=O)cc(OCC(=O)N2CCC3(CC2)OCCO3)c2ccccc21,6,1,-3,-3,8,-3,-35,-0.1,9,14
NCC(O)c1ccc(O)cc1 (stereo unspecified),6,2,1,-8,-2,-2,-3,-0.1,-3,18
COc1ccc2c3c([nH]c2c1)C(C)=NCC3,-16,2,0,-2,-9,-2,-5,0.4,-29,22
Cc1cccc(C(=O)Nc2ccc3c(c2)CC2(C(=O)N(C)C(=O)N(C)C2=O)C2CCCN32)c1 (stereo unspecified),6,7,6,2,2,11,-1,0.8,-23,11
CC(C)N(CC(O)c1cccc([N+](=O)[O-])c1)C(C)C (stereo unspecified),6,0,-3,3,-4,6,-31,-0.1,7,9
COc1cc(OC)c2c(c1)O[C@@H](c1ccc(OC)c(OC)c1)[C@H](O)C2,19,-2,-1,-5,14,-1,-32,-26,24,17
COc1ccc(CN2CCCC(C(=O)c3ccccc3SC)C2)cc1O (stereo unspecified),-16,3,5,18,-13,-13,2,-0.1,24,1
CCCOC(=O)c1c(N)n(Cc2cccs2)c2nc3ccccc3nc12,0,4,2,0,-4,16,-26,0.0,-1,-7
O=c1c2ccccc2nc(-c2ccccc2Cl)n1-c1ccc(O)cc1,-11,-6,-3,5,3,7,-25,1.3,-9,1
O=C(CN1CCN(c2ccccc2F)CC1)Nc1cccnc1Cl,1,-4,-1,0,-7,13,0,0.1,5,15
CCNc1nc(Cl)nc(NC(C)C)n1,-3,-5,-7,56*,0,-14,-9,0.1,14,9
Cc1cc(C)c(S(=O)(=O)NCC2CCC(C(=O)N3CCC4(CC3)OCCO4)CC2)c(C)c1 (stereo unspecified),15,3,0,-3,1,-1,11,/,18,10
Clc1ccc(OCC#CCN2CCOCC2)cc1,6,2,0,-25,12,0,-47,-0.1,-11,6
O=C1NC(=S)N(c2ccc(F)cc2)C(=O)/C1=C/c1ccccc1O,10,-7,-1,2,2,1,-5,-0.6,-8,11
Cc1ccsc1C(=O)C1CCCN(Cc2cnn(C)c2)C1 (stereo unspecified),3,-4,0,-1,-6,-11,-5,0.0,-11,13
COc1cccc(C2CCN(CC(=O)Nc3cc(Cl)ccc3OC)CC2O)c1 (stereo unspecified),-6,0,3,6,-2,19,1,0.6,0,8
CN(C)c1cccc2c(C#N)ccc(N(C)C)c12,-3,-6,1,0,5,5,-20,0.5,19,34
O=C(Nc1ccc(F)cc1)N1CC2CC(C1)c1cccc(=O)n1C2 (stereo unspecified),-5,3,4,-3,-10,4,-7,0.3,-16,10
C=CCn1c(O)c(C=NC2CCN(Cc3ccccc3)CC2)c(=O)[nH]c1=O,7,-2,2,21,-1,-7,1,-0.3,0,5
O=C(c1cccn2c(=O)c3ccc(Cl)cc3nc12)N1CCC2(CC1)OCCO2,12,2,-2,0,1,9,5,0.2,-16,0
CN(C)c1ccc2c(c1)N=C(c1ccco1)OP2(=S)N1CCOCC1 (stereo unspecified),18,2,-1,12,7,-12,-18,1.0,-130,23
Cc1ccccc1NP(=O)(Oc1ccccc1F)Oc1ccccc1F,-14,0,0,8,6,23,-32,-0.2,-22,8
O=c1[nH]c(=O)n(-c2ccccc2)c(O)c1C=NC12CN3CN(CN(C3)C1)C2,1,0,-2,3,-6,0,-15,-0.4,-6,11
C=CCN1C(=O)C2(C(C(=O)OCC)=C(N)Oc3ccccc32)C2=C1CCCC2=O (stereo unspecified),3,-7,1,-4,-6,1,-12,-2.0,-21,-8
CC1CCC(N(C)C2CCN(C)CC2)CC1 (stereo unspecified),-6,4,-2,-13,-6,2,5,-0.6,-13,6
COc1ccc(OC)c(-n2c(O)c(/C=C3\C(C)=Nc4ccccc43)c(=O)[nH]c2=O)c1,-16,2,-2,-11,-17,6,-34,0.6,24,7
COc1cc(OC)c(OC)cc1CNCCc1ccc2c(c1)OCO2,1,7,-3,-2,-6,3,-24,1.7,28,25
CCn1c(=O)n(CC)c2cc([N+](=O)[O-])c(N3CCNCC3)cc21,-7,1,2,8,5,0,-25,-1.1,4,22
CC(C(=O)c1c[nH]c2ccccc12)N1CCSCC1 (stereo unspecified),-36,-7,-2,1,-19,1,-16,1.2,0,28
COc1ccc(CN2CCCCC2c2cccnc2)cc1C (stereo unspecified),5,-2,-2,-22,0,-6,-4,-0.1,-1,9
Cc1cc(C)cc(N2C(=O)NC(=O)/C(=C\c3cc(C)n(C)c3C)C2=O)c1,10,-2,2,-1,3,-1,-9,-0.2,0,3
CC(C)c1onc(C(=O)N2CCC3(CC2)OCCO3)c1[N+](=O)[O-],10,6,3,3,5,-6,-42,-0.3,-4,-5
CC(C)c1ccc(NC(=O)CCNC(=O)N2C[C@H]3C[C@@H](C2)c2cccc(=O)n2C3)cc1,14,-4,-4,3,-2,-2,0,-0.1,-12,10
Cc1cc(-c2ccccc2)cc(-c2ccccc2)[n+]1CCc1ccccc1,-13,/,/,-3,-3,-2,/,0.9,4,11
O=C(c1n[nH]c(=O)c2ccccc12)N1CCC2(CC1)OCCO2,0,5,-5,6,-3,-5,-20,0.2,0,77
Cc1c(Oc2cc(NN3CCCCC3)c([N+](=O)[O-])cc2[N+](=O)[O-])cccc1[N+](=O)[O-],28,0,-8,-5,5,5,-2,0.1,15,-10

# Screens (PubChem BioAssay)
